Screening data as filed in PubChem.
TRAIL sens C8: sensitizes caspase-8 expressing cells to TRAIL; NB7+C8 cells + TRAIL, ATPlite viability luminescence; inhibition (viability loss, TRAIL sensitization), % at 10 µM; 360,000 compounds, 1% hits; AID 624354;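 active = compounds causing at least 50% loss of cell viability in the single-dose screen, relative to plate controls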
NR2E3 ag-1: agonists of human nuclear receptor NR2E3; inhibition of corepressor binding, % at 4.78 µM; AID 2300; Q9Y5X4; 320,000 compounds, 0.12% hits; GST-NR2E3/biotin-RetCOR TR-FRET, 1536-well;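 active = percent inhibition above the cutoff of mean plus 3 SD of all tested compounds, set per screening campaign, cut at about 20% in these data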;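 note: 0% = DMSO wells and 100% = biotin wells as full block of FRET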
Target sequence (Q9Y5X4 whole entry, looked up): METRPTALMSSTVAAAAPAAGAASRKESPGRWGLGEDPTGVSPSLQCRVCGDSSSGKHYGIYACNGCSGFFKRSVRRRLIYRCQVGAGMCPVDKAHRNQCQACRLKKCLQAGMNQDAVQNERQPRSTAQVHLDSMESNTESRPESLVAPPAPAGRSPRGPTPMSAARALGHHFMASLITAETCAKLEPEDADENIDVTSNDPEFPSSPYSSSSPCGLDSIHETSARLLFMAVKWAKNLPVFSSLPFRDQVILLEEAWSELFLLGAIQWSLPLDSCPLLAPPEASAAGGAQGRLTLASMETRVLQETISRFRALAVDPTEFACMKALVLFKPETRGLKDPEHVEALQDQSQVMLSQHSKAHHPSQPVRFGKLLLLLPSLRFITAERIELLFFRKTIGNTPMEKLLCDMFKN
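Test system: GST-NR2E3 and biotin-RetCOR proteins | Quantity: 1.35 nM GST-tagged NR2E3 final | Medium: Tris pH 7.5 | Also added: 7 nM biotin-RetCOR | Dosing: Compound at 4.8 µM, single dose | Timing: 5 h at 4 °C | Detection: Time-resolved FRET | Read-out basis: Percent inhibition | Benchmarks: Biotin wells as high control, 0.6% DMSO wells as low control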
Peg3 promoter: Peg3 promoter activity inhibition. inhibition, % at 20 µM. 360,000 compounds, 1.7% hits. HeLa PEG-Prom luciferase reporter, luminescence, overnight;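 active = inhibition of at least 50% at 20 µM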
CF NFkB block: blocks PAF-induced NF-kB reporter in cystic fibrosis cells; 360,000 compounds, 0.86% hits; AID 588850; inhibition, % at 5 µM; KKLEB NF-kB-GFP reporter, GFP fluorescence overnight;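 active = at least 50% inhibition at 5 µM, scaled per plate between neutral and stimulator controls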;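 note: PAF is a Pseudomonas aeruginosa culture filtrate used as stimulus; plate controls were PAF-stimulated DMSO wells for no effect and unstimulated DMSO wells for full effect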
Shn3 inh set2: Schnurri-3 reporter inhibition in Clone20 osteoblasts; 360,000 compounds, 0.52% hits; inhibition, % at 12.5 µM; Clone20 osteoblast Shn3 3'UTR firefly luciferase, 24 h;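 active = mean inhibition of at least 75% with every replicate also reaching 75%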;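 note: 0% = median of neutral control wells and 100% = pilot-screen positive control compound; some compounds past the cut are filed as inactive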
NR2E3 ag-2: agonists of human NR2E3 nuclear receptor; AID 602229; 360,000 compounds, 0.35% hits; inhibition of corepressor binding, % at 3.98 µM; CHO-S Gal4-NCOR/VP16-NR2E3 two-hybrid, luciferase; Q9Y5X4;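 active = inhibition above the mean of all tested compounds plus 3 SD, cut at about 70% in these data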;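 note: 0% = DMSO with NR2E3 transfected cells and 100% = cells lacking NR2E3 construct; higher means lower luciferase signal from less NR2E3 corepressor binding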
MITF TRPM1 inh: MITF TRPM1 promoter inhibition in SK-MEL-5 cells; SK-MEL-5 TRPM1 promoter luciferase, 24 h; inhibition, % at 12.5 µM; 330,000 compounds, 0.83% hits; AID 488899;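 active = mean inhibition across replicates of 60% or more, whatever share of single replicates reaches that level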; note: values of inactives mirror those of a sister screen read the other way
TROY signal inh: TROY signaling inhibition. Q293 LMP1-TROYcd NF-kB luciferase reporter, 4 h. inhibition, % at 10 µM. 360,000 compounds, 0.98% hits. AID 1347056;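 active = compounds whose plate-normalised and pattern-corrected inhibition of the luciferase reporter signal at the single screening dose is 50% or more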
KKLEB tox: reduces viability of KKLEB cystic fibrosis airway cells; 360,000 compounds, 0.36% hits; KKLEB CF airway cells viability, ATPlite luminescence, overnight; hits give low values; cells stimulated with P. aeruginosa culture filtrate; activity change (cytotoxicity), % at 5 µM;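 active = corrected activity change at or below -50% at 5 µM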
TWEAK Fn14 block: inhibitors of TWEAK-Fn14 interaction signaling. TWEAK-stimulated Fn14 reporter cells, luciferase luminescence, 8 h. 360,000 compounds, 2% hits. inhibition, % at 10 µM. AID 1159606; in the data active = inhibition above about 50%
HIF-2a block: blocks HIF-2a reporter activity; 360,000 compounds, 0.72% hits; inhibition, % at 18.8 µM; 786-0 RCC cells HIF-2a reporter, luciferase luminescence, overnight; AID 624352;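 active = inhibition of the luminescence signal of 40% or more relative to plate controls, in a single-dose primary screen at 18.75 µM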
* marks the source's active call; other numbers are inactive results; x = not tested or not shown. Not all compounds are listed, so the mix of outcomes need not match the whole.

cpd	Molecule	TRAIL sens C8	NR2E3 ag-1	Peg3 promoter	CF NFkB block	Shn3 inh set2	NR2E3 ag-2	MITF TRPM1 inh	TROY signal inh	KKLEB tox	TWEAK Fn14 block	HIF-2a block
1	O=C(CCC(=O)N1CCOc2ccccc21)Nc1ccc(F)cc1F	-18	2	12	-10	0	-27	7	-16	-9	-8	-12
2	CCOC(=O)N1CCC(NC(=O)CCc2nc(-c3ccccc3F)no2)CC1	-6	5	8	-2	-2	-17	2	6	-2	-4	9
3	COc1cccc(C=NNC(=O)CCCC(=O)NN=Cc2cccc(OC)c2)c1	3	x	-1	1	7	-5	-8	-19	-1	-20	6
4	CCOC(=O)c1sc(NC(=O)CSc2nnc(C)s2)c(C(=O)OCC)c1C	8	-1	-15	2	25	-4	-12	-16	-16	-23	-43
5	O=C1/C(=C\c2ccccc2Cl)SC(=S)N1CCC(=O)N1CCCc2ccccc21	-1	-4	105*	8	-23	-30	7	9	-3	4	30
6	CN(CC(=O)Nc1cccc(F)c1)C(=O)CCc1nc2cc(S(=O)(=O)N3CCOCC3)ccc2n1C	-7	-5	3	-1	9	-7	13	-6	13	-4	7
7	Cc1cc([N+](=O)[O-])ccc1NC(=O)CSc1nncn1-c1cccnc1	4	5	4	-9	8	-5	-4	4	1	-10	4
8	CC(C)=CCC/C(C)=C/CNC(=O)C[C@H]1C[C@H](C(=O)N(C(C)C)C(C)C)[C@@]2(C)c3[nH]c4ccc(Cl)cc4c3CCN2C1=O	31	x	14	19	30	-16	11	7	-4	56*	-7
9	CN(C(=O)CSc1nnc(Nc2ccccc2F)s1)C1CCS(=O)(=O)C1 (configuration not stated)	17	x	-13	-14	-16	-24	0	-12	-10	-21	-26
10	O=[N+]([O-])c1cc(Cl)ccc1Nc1ccccc1	-11	-2	12	-3	-3	20	4	-10	-4	0	18
11	Cc1ccccc1C(=O)NNC(=O)C1CCCN(c2ncccn2)C1 (configuration not stated)	5	4	-11	-6	-8	33	3	-2	-2	-5	8
12	CC(C)CCNC(=O)C(c1ccco1)N(Cc1ccccc1)C(=O)c1snc(C(N)=O)c1N (configuration not stated)	6	1	23	-5	8	12	8	-11	4	31	18

cpd	Molecule	TRAIL sens C8	NR2E3 ag-1	Peg3 promoter	CF NFkB block	Shn3 inh set2	NR2E3 ag-2	MITF TRPM1 inh	TROY signal inh	KKLEB tox	TWEAK Fn14 block	HIF-2a block
13	Cc1c(C=O)c2ccccc2n1CC(=O)N1CCc2ccccc2C1	16	2	13	-8	10	4	0	14	-4	13	20
14	Cc1ccc(NC(=O)CN(C)C(C)C(=O)Nc2ccc(S(=O)(=O)N3CCCC3)cc2)cc1 (configuration not stated)	4	0	20	15	1	-13	5	5	-1	11	1
15	COC(=O)C(Cc1ccc(O)cc1)NC(=O)c1ccccc1OC (configuration not stated)	4	1	-24	4	-5	-34	-2	-17	-3	-12	-6
16	NC(=O)c1ccccc1NC(=O)/C=C/c1c(Cl)cccc1Cl	23	-3	-209	-14	-1	-39	-35	-38	-1	-6	-254
17	CCCN1CCN(C(=O)Cn2cccc2C(=O)c2ccccc2)CC1	-5	3	16	12	4	-5	3	15	-3	-15	-3
18	COc1ccc(CCNC(=O)c2c(-c3ccccc3Cl)noc2C)cc1	-25	2	3	-8	11	4	-6	-3	4	-2	12
19	c1ccc(CSc2nnc3ccc(-c4ccco4)nn23)nc1	-12	-1	-10	8	-33	-11	-7	3	-5	-10	7
20	COC(=O)c1c(NC(=O)C2COc3ccccc3O2)sc2c1CCN(C(=O)OC)C2 (configuration not stated)	16	x	2	28	15	2	x	20	-6	35	-33
21	Cc1cc(C)c2nc(N3CCC(C(=O)NCCCN4CCCCC4)CC3)sc2c1	10	-2	70*	26	-4	-4	69*	-12	-5	-77	4
22	CC1=C(C)CC2(SC1)C(=O)N(c1ccccc1)N=C2N (configuration not stated)	-9	6	-64	-14	-14	-16	-18	-7	-2	-8	-124
23	C/C=C/c1ccc(OCCCCn2cncn2)c(OC)c1	-4	0	-33	-10	-4	-36	-19	-4	-1	-22	-56
24	CCC(Sc1nnnn1C)C(=O)Nc1ccc(C(C)=O)cc1 (configuration not stated)	5	7	-148	-17	-34	-62	-14	-26	-9	-30	-154

cpd	Molecule	TRAIL sens C8	NR2E3 ag-1	Peg3 promoter	CF NFkB block	Shn3 inh set2	NR2E3 ag-2	MITF TRPM1 inh	TROY signal inh	KKLEB tox	TWEAK Fn14 block	HIF-2a block
25	Cc1cccc(C)c1NC(=O)C(c1ccc([N+](=O)[O-])cc1)N(C)C(=O)c1ccccn1 (configuration not stated)	11	-1	16	11	-7	11	-15	-8	-9	1	18
26	Cc1ccc(-c2csc(N3CCC[C@@H]3C(=O)NCCn3c(-c4ccncc4)nc4ccccc43)n2)cc1	33	6	46	-18	3	46	29	-24	5	1	8
27	COc1ccc(OCC(=O)Nc2cccc3ncccc23)cc1	-3	-2	5	-3	-3	-21	-5	18	2	-3	11
28	O=[N+]1C2=C(CCCC2)N([O-])C12CCCC2	4	-3	7	13	-3	11	-8	4	-13	2	10
29	COc1ccc(OC)c(C2=NOC(C(=O)N3CCN(c4ccccc4)CC3)C2)c1 (configuration not stated)	5	3	-20	4	-42	-5	-5	-18	4	-21	-22
30	CCOc1ccc(CN(C)CCc2ccccn2)cc1	2	0	3	-4	2	-1	5	-1	-2	-22	3
31	Cn1cc(CN2CCC(n3nccc3NC(=O)CCCc3ccccc3)CC2)cn1	-11	-1	11	-21	14	-12	-3	-9	2	-17	17
32	CCC(C)c1ccccc1N1CC(C(=O)N2CCN(S(=O)(=O)c3ccc(F)cc3)CC2)CC1=O (configuration not stated)	-12	-1	9	0	-7	7	9	12	3	-10	-10
33	O=C(NCc1ccccc1)c1ccc(Oc2ccc(C(=O)NCc3ccccc3)cc2)cc1	21	0	21	10	6	-4	26	27	-3	-18	16
34	O=C(COC(=O)/C=C/c1ccccc1Cl)NCCNC(=O)COC(=O)/C=C/c1ccccc1Cl	-4	-2	12	-10	11	-8	2	13	-8	4	11
35	O=S(=O)(/C=C/c1ccccc1)Nc1ccc2c(c1)OCO2	-11	2	8	5	-8	-8	10	-3	2	3	0
36	CCCn1c(SCC(=O)NC(=O)Nc2ccc(C)cc2C)n[nH]c1=O	-7	3	-10	7	5	-22	-5	-19	-5	-8	2

cpd	Molecule	TRAIL sens C8	NR2E3 ag-1	Peg3 promoter	CF NFkB block	Shn3 inh set2	NR2E3 ag-2	MITF TRPM1 inh	TROY signal inh	KKLEB tox	TWEAK Fn14 block	HIF-2a block
37	COc1cc(/C=N/N2C(=O)c3ccccc3C2=O)ccc1O	1	2	8	9	-12	-9	-2	-26	3	0	16
38	CSc1cccc(NC(=O)C(C)NS(=O)(=O)c2ccc(F)cc2)c1 (configuration not stated)	-17	5	7	-15	-4	-8	-4	33	13	10	-3
39	COCCNC(=O)Cn1cc2c(n1)CCCCC2	-8	-1	6	11	19	1	7	-2	8	13	2
40	CC1=C/C(=C/N(C)c2ccccc2)C(=O)S1	-19	-4	-15	-6	-19	-4	4	-10	-8	-9	-20
41	COc1ccc(S(=O)(=O)Cc2ccc(C(=O)N3CCN(c4cccc(C)c4)C(C)C3)o2)cc1 (configuration not stated)	1	3	25	33	40	-33	23	30	-18	21	5
42	O=C(Nc1cccc(S(=O)(=O)NC2=NCCC2)c1)C1CCC1	2	-5	10	12	-27	10	-9	8	-3	1	13
43	CCCc1ccc(OCc2ccc(C(=O)NN)o2)c(OC)c1	6	2	-165	-17	-19	-191	-12	-61	9	-37	-100
44	Cn1cc(-c2coc3c(C(=O)NCc4ccco4)cccc23)cn1	-4	x	-265	-5	-47	-90	x	4	-3	-36	-271

Compounds shown so far that have a furan ring, fused or not:
cpd	Molecule	TRAIL sens C8	NR2E3 ag-1	Peg3 promoter	CF NFkB block	Shn3 inh set2	NR2E3 ag-2	MITF TRPM1 inh	TROY signal inh	KKLEB tox	TWEAK Fn14 block	HIF-2a block
12	CC(C)CCNC(=O)C(c1ccco1)N(Cc1ccccc1)C(=O)c1snc(C(N)=O)c1N (configuration not stated)	6	1	23	-5	8	12	8	-11	4	31	18
19	c1ccc(CSc2nnc3ccc(-c4ccco4)nn23)nc1	-12	-1	-10	8	-33	-11	-7	3	-5	-10	7
41	COc1ccc(S(=O)(=O)Cc2ccc(C(=O)N3CCN(c4cccc(C)c4)C(C)C3)o2)cc1 (configuration not stated)	1	3	25	33	40	-33	23	30	-18	21	5
43	CCCc1ccc(OCc2ccc(C(=O)NN)o2)c(OC)c1	6	2	-165	-17	-19	-191	-12	-61	9	-37	-100
44	Cn1cc(-c2coc3c(C(=O)NCc4ccco4)cccc23)cn1	-4	x	-265	-5	-47	-90	x	4	-3	-36	-271
